High-throughput results: PubChem, National Center for Advancing Translational Sciences (NCATS)
D1 PAM: Potentiators of Human D1 Dopamine Receptor: qHTS | HEK293 TREx D1 cells, calcium flux, dopamine EC20 potentiation | potentiation, % at 10 µM | AID 504651, 2011 | 360,000 tested, 0.036% active | D(1A) dopamine receptor (Homo sapiens), P21728; in the data active = potentiation above about 30%; also: 0% is about no effect
Target sequence (P21728 whole entry, looked up): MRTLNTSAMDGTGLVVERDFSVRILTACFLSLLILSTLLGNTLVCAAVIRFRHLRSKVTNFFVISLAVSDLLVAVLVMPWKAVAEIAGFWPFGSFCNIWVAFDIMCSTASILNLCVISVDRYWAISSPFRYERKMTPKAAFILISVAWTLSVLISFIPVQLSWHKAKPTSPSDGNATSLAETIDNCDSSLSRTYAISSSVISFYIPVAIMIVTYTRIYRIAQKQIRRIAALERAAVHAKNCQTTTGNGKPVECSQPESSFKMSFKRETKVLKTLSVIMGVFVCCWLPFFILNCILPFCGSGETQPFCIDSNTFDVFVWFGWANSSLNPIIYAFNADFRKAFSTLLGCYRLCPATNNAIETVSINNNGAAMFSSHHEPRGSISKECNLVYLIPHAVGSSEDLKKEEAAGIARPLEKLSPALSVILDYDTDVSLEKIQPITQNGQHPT
D2 antagonist: HTS Assay for Allosteric Antagonists of the Human D2 Dopamine Receptor: Primary Screen for Antagonists; D(2) dopamine receptor (Homo sapiens), P14416; HEK293 TREx D2 cells, calcium flux, dopamine EC80; inhibition, % at 10 µM; 340,000 tested, 2% active; AID 485344, 2010; in the data active = inhibition above about 30%; also: 0% is about no effect
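Tetracycline-induced HEK293 TREx cells expressing D2 receptor forced-coupled to calcium signalling, loaded with no-wash calcium dye. Compounds added and calcium flux read 180 s, then dopamine added at EC80 and read a further 180 s.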
TRHR PAM: qHTS for Small Molecule Agonists and Allosteric Enhancers of Human TRH Receptor: Primary Screen for Enhancers | Thyrotropin-releasing hormone receptor (Homo sapiens), P34981 | TRHR cells, fluo-8 calcium fluorescence, EC20 TRH enhancement | enhancement, % at 2 µM | 360,000 tested, 0.66% active | AID 493056, 2011; in the data active = enhancement above about 30%; also: 0% is about no effect
Target sequence (P34981 whole entry, looked up): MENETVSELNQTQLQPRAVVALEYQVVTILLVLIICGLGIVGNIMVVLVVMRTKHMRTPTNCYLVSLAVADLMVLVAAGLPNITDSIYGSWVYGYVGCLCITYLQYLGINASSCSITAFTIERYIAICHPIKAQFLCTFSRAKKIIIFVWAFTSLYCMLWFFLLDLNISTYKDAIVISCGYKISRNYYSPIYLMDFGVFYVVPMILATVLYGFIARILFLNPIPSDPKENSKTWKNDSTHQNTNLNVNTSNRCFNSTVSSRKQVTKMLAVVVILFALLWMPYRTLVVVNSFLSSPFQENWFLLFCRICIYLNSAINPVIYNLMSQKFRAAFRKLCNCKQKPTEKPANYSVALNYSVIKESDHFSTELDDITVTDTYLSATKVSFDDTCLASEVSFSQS
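Enhancer read-out: after compound pinning and an initial kinetic agonist-mode read, an EC20 of TRH (10 nM final) was injected and fluo-8 calcium signal (Ex 480/Em 530) followed at 1 s/cycle for 100 cycles in TRHR-expressing cells.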
D2 agonist: HTS Assay for Allosteric Agonists of the Human D2 Dopamine Receptor: Primary Screen for Agonists; HEK293 T-REx D2 cells, calcium flux agonist mode; activation, % at 2 µM; 340,000 tested, 0.53% active; AID 485358, 2010;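 active = activation over 3 SD above normal in the single-dose calcium agonist read, cut at about 30% in these data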; also: 0% is about no effect
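Calcium-flux readout, 1 cycle/sec over 180 s following compound pin transfer, in inducible HEK293 Trex D2 cells (force-coupled); dopamine controls included. Positive calcium responses during this window marked compounds as potential agonists.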
TRHR agonist: qHTS for Small Molecule Agonists and Allosteric Enhancers of Human TRH Receptor: Primary Screen for Agonists. Thyrotropin-releasing hormone receptor (Homo sapiens), P34981. TRHR cells, calcium flux fluo-8, FDSS agonist mode. activation, % at 2 µM. 360,000 tested, 0.18% active. AID 493084, 2011; also: 0% is about no effect
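Steps: seed TRHR cells overnight; add fluo-8 no-wash Ca dye, RT 30 min–1.5 h; record 10 s baseline; pin-transfer compounds; monitor fluorescence 1 cycle/s for the agonist window. Calcium increases flag candidate agonists.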
D1 agonist: Allosteric Agonists of the Human D1 Dopamine Receptor: qHTS; 360,000 tested, 1% active; activation, % at 2 µM; HEK293 T-REx D1 cells, calcium flux, agonist mode; D(1A) dopamine receptor (Homo sapiens), P21728; also: 0% is about no effect
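Agonism was scored from calcium flux recorded over 180 s (1 read/s) after pintool compound addition, following a 10-cycle baseline. Cells were inducible force-coupled HEK293 TREx D1, plated overnight at 30 C and loaded with no-wash calcium dye.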
RXFP1 antag: qHTS Assay for Antagonists of the Relaxin Receptor RXFP1; Relaxin receptor 1 (Homo sapiens), Q9HBX9; HEK293-RXFP1, relaxin-stimulated cAMP HTRF, 30 min; stronger effect = lower value; activity change, negative = inhibition, % at 57.5 µM; 350,000 tested, 0.59% active; AID 1259400, 2018;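 active = activity change of -60% or lower, but not beyond a set lower limit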; also: % is scaled to controls: 0 for no effect and ±100 for the full control effect
D2 potentiator: HTS Assay for Positive Allosteric Modulators of the Human D2 Dopamine Receptor: Primary Screen for Potentiators. D(2) dopamine receptor (Homo sapiens), P14416. HEK293 T-REx D2, calcium flux, EC20 dopamine potentiation. potentiation, % at 10 µM. 340,000 tested, 0.34% active. AID 485347, 2010;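 active = potentiation over 3 SD above the plate norm, cut at about 30% in these data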; also: 0% is about no effect
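Tetracycline-induced HEK293 T-REx cells force-coupled to calcium signalling expressed D2; compounds were pin-added after a 10 s baseline, read kinetically 180 s, then an EC20 dopamine challenge followed with a further 180 s calcium read.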
D1 antagonist: Antagonist of Human D 1 Dopamine Receptor: qHTS | D(1A) dopamine receptor (Homo sapiens), P21728 | HEK293 TREx D1 cells, calcium flux, dopamine EC80; stronger effect = lower value | activity change, negative = inhibition, % at 10 µM | 360,000 tested, 3.2% active | AID 504652, 2011; in the data active = activity change below about -30%; also: % is scaled to controls: 0 for no effect and ±100 for the full control effect
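Using tetracycline-induced force-coupled D1 Hek293 cells and a calcium dye, signals were followed for 180 s after compound, then for 180 s after EC80 dopamine, to detect inhibitors.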
The depositor's hits bear a star; . = not tested or not shown. Rule as the data show it, unless noted: active = activation above about 30%; inactive = the rest. No enrichment for hits (roughly 7.1% active in at least one column).

SMILES	D1 PAM	D2 antagonist	TRHR PAM	D2 agonist	TRHR agonist	D1 agonist	RXFP1 antag	D2 potentiator	D1 antagonist
CCc1ccc(C(=O)CSc2nc3cc(S(=O)(=O)N4CCOCC4)ccc3n2CC)cc1	2	6	-1	0.7	0.2	1	-6	3	-12
COc1ccccc1CNC(=O)c1cc2cccc3c2n1CCS3	-1	.	-2	-0.1	0.2	3	-23	0	-14
COCC1CCN(C(=O)c2oc3c(F)cccc3c2C)C1 (stereo not drawn)	5	3	5	-0.4	-0.5	5	1	8	8
Cc1ccc(S(=O)(=O)/N=C(/c2ccccc2)N(C)C)c(C)c1	-4	10	-1	1.0	0.3	3	17	-11	0
Cc1cccc(CN2C(=O)CCSc3ccc(Cl)cc32)c1	-5	-13	4	0.0	-0.6	3	-24	-8	-15
COc1ccc(CNC(=O)CCCNC(=O)c2ccc(Cl)cc2)cc1OC	-6	5	6	1.1	0.1	2	4	-11	-6
Nc1ncc(Br)cc1S(=O)(=O)Nc1ccccc1F	-1	9	8	0.3	0.3	0	-7	-2	1
Cc1cc(NC(=O)c2cc(C3CC3)on2)n(-c2ccccc2)n1	9	6	-1	0.2	-0.3	-1	10	7	8
C=CCc1ccccc1OCCCCN1CCCC1	-2	-41	0	-0.3	0.0	-1	2	-23	-10
Cc1ccc2nc(N3CCN(c4ccccc4)CC3)c3nnnn3c2c1	-3	.	1	0.9	-0.1	0	-5	2	-29
Cc1ccc2oc(=O)n(CCCOc3ccccc3)c2c1	-2	-7	-3	-0.6	-1.8	1	-19	-10	-13
Cc1ccc(C2c3[nH]c4ccccc4c3CCN2C(=O)c2ccc(N(C)C)cc2)cc1 (stereo not drawn)	-3	.	5	1.4	0.4	5	-24	-6	-4
Cc1cc(C)nc(N(C#N)C(C)C(=O)N(C)C)n1 (stereo not drawn)	-8	-8	1	1.2	0.2	4	-8	2	2
CC(=O)Nc1nonc1-c1nc2ccccc2n1Cc1ccccn1	-6	3	-1	-0.6	0.0	2	1	-3	1
CN(C(=O)Cn1cc(S(=O)(=O)Cc2ccccc2Cl)c2ccccc21)c1ccccc1	-1	.	-2	-1.2	-0.9	18	-6	5	5

Three entries drawn at random from the list so far:
SMILES	D1 PAM	D2 antagonist	TRHR PAM	D2 agonist	TRHR agonist	D1 agonist	RXFP1 antag	D2 potentiator	D1 antagonist
Cc1ccc2nc(N3CCN(c4ccccc4)CC3)c3nnnn3c2c1	-3	.	1	0.9	-0.1	0	-5	2	-29
C=CCc1ccccc1OCCCCN1CCCC1	-2	-41	0	-0.3	0.0	-1	2	-23	-10
Cc1ccc2oc(=O)n(CCCOc3ccccc3)c2c1	-2	-7	-3	-0.6	-1.8	1	-19	-10	-13

Further records.
SMILES	D1 PAM	D2 antagonist	TRHR PAM	D2 agonist	TRHR agonist	D1 agonist	RXFP1 antag	D2 potentiator	D1 antagonist
COc1ccc(Cl)cc1NC(=O)CSc1nnc2[nH]c(=O)cc(C)n12	0	.	-1	-4.4	0.4	-2	3	17	.
O=C(CN1CCCSc2ccccc21)N1CCN(S(=O)(=O)c2cccc(F)c2)CC1	-4	11	-18	-2.4	-2.2	-1	-2	7	-10
CCCC(=O)N1CCN(c2nc3ccc(Cl)cc3s2)CC1	-6	5	-1	0.9	0.1	14	2	-3	-5
COc1ccc(-c2cc(-c3ccc(OC)cc3)c(C#N)c(SC)n2)cc1	-7	-16	-2	0.1	0.2	-1	-6	-5	8
COc1ccc2c(c1OC)C(=O)OC2Nc1ccc(S(=O)(=O)N=C(N)N)cc1 (stereo not drawn)	-8	-1	-1	0.5	0.6	1	1	-3	7
COc1ccc(C(=O)CNc2cccc(F)c2)cc1	7	-18	4	2.1	-0.2	0	10	8	-6
CCOC(=O)C1=C(C)OC(N)=C(C#N)C1c1cccc(C)c1 (stereo not drawn)	1	0	10	-1.0	-0.9	3	2	-2	1
C=CCn1c(SCC(=O)NC23CC4CC(CC(C4)C2)C3)nc(O)cc1=O	1	-4	2	0.3	-0.7	0	-28	0	3
CCN(CC)CCCNc1nc(SC)nc2sc3c(c12)CCN(C)C3	1	3	-1	-0.1	1.0	0	.	-11	-18
Cc1cc(C)n2nc(SCC(=O)N(C(C)C)C(C)C)nc2n1	3	-2	6	0.4	-0.5	2	-8	8	12
O=C(O)CCCC(=O)NCc1c(Cl)cccc1Sc1ccc(Cl)cc1	-1	13	-2	0.1	0.7	3	-14	7	-4
FC(F)(F)c1ccc(-c2nnc(-c3ccccn3)c(-c3ccccn3)n2)nc1	4	16	-1	0.6	-0.9	1	-22	7	-1
O=C(c1ccccn1)c1conc1C(=O)c1ccc(Br)cc1	-6	.	-3	.	-0.2	-1	-11	.	8
Cc1ccc(NC(=O)CNC(=O)COc2ccccc2)nc1	-6	3	11	1.0	0.0	-1	-11	6	12
COCCN1C(=O)N[C@H](c2cccc(C(F)(F)F)c2)C(C(=O)OC)=C1C	-3	7	-11	-0.2	-0.2	-1	.	-6	33
COc1ccc(Nc2cc(C(=O)NC3CCCC3)c3ccccc3n2)cc1	4	.	-3	0.3	-1.4	-1	-7	18	-9
O=C(Cn1nc(-c2ccccc2)ccc1=O)Nc1ccc(N2CCN(C(=O)c3cccs3)CC2)cc1	-3	4	15	0.4	-0.4	0	-5	2	-2
CCCCOc1ccc(CNC(=O)c2ccc(NC(=O)N3CCSc4ncccc43)cc2)cc1	-2	.	0	-0.5	-0.2	5	-9	8	-15
Cc1cc(NC(=O)c2cc(-c3ccc(C)c(C)c3)nc3ccccc23)no1	-4	4	13	1.1	0.7	3	-5	5	3
Cc1nonc1NC(=O)CSc1nc(CCC2CCCC2)nc2ccccc12	-4	5	-7	0.2	0.4	5	-11	13	-11
COc1ccccc1CNC(=O)C1CC(c2ccc([N+](=O)[O-])cc2)=NO1 (stereo not drawn)	-6	8	13	-0.4	-0.2	1	.	3	4
CC(C)(C)OC(=O)NNC(=O)c1ccc(Cl)cc1	0	-1	-1	0.2	0.4	3	6	19	-1
CC(C)CC(=O)N1CCN(Cc2cccc([N+](=O)[O-])c2)CC1	-1	-1	0	-4.2	-3.9	3	2	6	3
CC(=O)Nc1cc2c(cc1C(=O)c1ccc(C)cc1)OCCO2	-10	34*	-10	0.9	0.0	0	-7	-6	-2
COc1cccc(NS(=O)(=O)c2ccc3c(c2)[C@H]2C=CC[C@H]2[C@@H](c2ccccc2Cl)N3)c1	-1	.	-1	-2.3	-1.4	7	-22	3	16
FC(F)(F)c1cnc(-c2cnc(-c3ccccn3)nc2)c(Cl)c1	-8	12	-1	0.2	0.5	1	8	4	-3
CCOCC(=O)N1CCN(c2ccc(F)cc2)CC1	-2	8	0	0.0	0.0	1	8	9	13
COc1ccc(CCNC(=O)c2ccc(CN3CCC(Cc4ccccc4)CC3)cc2)cc1	1	.	-3	.	0.5	3	-1	.	-8
Cc1ccc(C(=O)N/C(=C/c2ccco2)C(=O)O)cc1	0	4	1	-0.4	0.3	2	28	-1	11
CCC(C)NC(=O)Cn1c(=O)n(Cc2ccc(C(=O)NCc3ccccc3OC)cc2)c(=O)c2ccccc21 (stereo not drawn)	0	.	-7	0.1	0.4	2	.	-7	-19
COc1ccccc1NC(=O)c1ccc2c(c1)OCO2	-3	-11	6	0.3	-0.3	3	-2	1	5
COc1ccc(NC(=O)CN2CCC3(O)CCCCC3C2c2cc(OC)ccc2OC)cc1 (stereo not drawn)	0	-20	0	0.7	1.2	2	-3	-11	9
Cc1nc2c(Cl)c(C)nn2c2c1CCC2	-3	-31	5	0.6	-0.3	1	5	12	-6
CC(C)N1CCN(Cc2cc3ccccc3[nH]2)CC1CCO (stereo not drawn)	-5	-8	-1	1.2	0.4	0	1	-3	13
Cc1noc(C)c1S(=O)(=O)Nc1ccc(C(=O)NCc2ccccc2)cc1	-6	0	6	-0.2	-0.3	3	-2	-2	4
Cc1cc(C)nc(NC(=O)c2cnc3sccn3c2=O)n1	2	-17	1	0.7	0.2	-1	.	-7	5
COc1ccc(CN(C)CC(=O)Nc2cccc3ccccc23)cc1F	-9	18	19	-1.2	-0.8	4	-5	-1	-9
CC(=O)Nc1ccc(NC(=O)c2cc(C)nn2-c2ccccc2)cc1	-1	-9	1	0.4	0.3	2	11	18	12
Cc1ccccc1CSc1nc2c(c(=O)[nH]1)CCCC2	2	-4	10	0.4	-1.8	1	.	-1	8
Cn1c(=O)oc2cc(S(=O)(=O)Nc3ccccc3)ccc21	-5	9	1	0.1	-0.7	12	-7	9	-9
CCCn1c2ccc(F)cc2c2nnc(SCCN3CCOCC3)nc21	1	-13	0	-0.2	-1.3	0	2	-7	1
CCN(c1ccccc1)S(=O)(=O)c1nnc(NC(=O)COc2ccccc2F)s1	-1	.	-8	0.6	0.2	0	5	-6	-2
CCCN(CCC)C(=O)Cn1c(=O)n(-c2ccc(Cl)cc2)c(=O)c2c3c(sc21)CCCC3	1	.	-6	.	0.1	-2	.	-4	-5
COc1cccc(NC(=O)CSc2nc(O)c(C)c(=O)n2-c2ccc(C)cc2)c1	-2	19	5	-0.8	0.5	-1	-5	3	-8
CCc1ccc(S(=O)(=O)Nc2c(C)n(C)n(-c3ccccc3)c2=O)cc1	-2	.	-2	.	0.3	2	3	.	-1
CC(=O)Nc1cccc(NC(=O)CS(=O)(=O)c2cn(CC(=O)N3CCOCC3)c3ccccc23)c1	-6	3	-5	0.0	0.1	2	4	-6	12
CCCCC1CCc2[nH]nc(C(=O)O)c2C1 (stereo not drawn)	7	.	-3	.	-0.2	0	.	.	7
Nc1c(-c2ccccc2)cnc2ncnn12	-3	19	2	0.6	-0.3	3	0	-5	2
N#Cc1cc2ccccc2nc1N	1	18	-3	0.2	1.1	2	10	6	11
C/C(CCc1ccccc1)=N\NC(=O)C(=O)Nc1cccc(Cl)c1	-7	16	-4	1.8	0.7	5	-7	-2	-3
COc1cc(/C=C/c2nc3ccccc3s2)cc(OC)c1O	-5	21	4	18	32*	10	15	-3	-19
